Compound activity from PubChem.
ALOX12 inh = ALOX12 (human) lipoxygenase inhibition | P18054 | purified 12hLO, xylenol orange hydroperoxide absorbance | Potency, µM (series often up to 108 µM), for the others: top-dose activity change, negative = inhibition, most hits filed as inhibitors | 580,000 compounds, 1.1% hits | AID 1671190; note: potency is the fitted concentration of half-maximal effect; % is set by controls: 0 for no effect and ±100 for the full control effect
Target sequence (P18054 whole entry, looked up): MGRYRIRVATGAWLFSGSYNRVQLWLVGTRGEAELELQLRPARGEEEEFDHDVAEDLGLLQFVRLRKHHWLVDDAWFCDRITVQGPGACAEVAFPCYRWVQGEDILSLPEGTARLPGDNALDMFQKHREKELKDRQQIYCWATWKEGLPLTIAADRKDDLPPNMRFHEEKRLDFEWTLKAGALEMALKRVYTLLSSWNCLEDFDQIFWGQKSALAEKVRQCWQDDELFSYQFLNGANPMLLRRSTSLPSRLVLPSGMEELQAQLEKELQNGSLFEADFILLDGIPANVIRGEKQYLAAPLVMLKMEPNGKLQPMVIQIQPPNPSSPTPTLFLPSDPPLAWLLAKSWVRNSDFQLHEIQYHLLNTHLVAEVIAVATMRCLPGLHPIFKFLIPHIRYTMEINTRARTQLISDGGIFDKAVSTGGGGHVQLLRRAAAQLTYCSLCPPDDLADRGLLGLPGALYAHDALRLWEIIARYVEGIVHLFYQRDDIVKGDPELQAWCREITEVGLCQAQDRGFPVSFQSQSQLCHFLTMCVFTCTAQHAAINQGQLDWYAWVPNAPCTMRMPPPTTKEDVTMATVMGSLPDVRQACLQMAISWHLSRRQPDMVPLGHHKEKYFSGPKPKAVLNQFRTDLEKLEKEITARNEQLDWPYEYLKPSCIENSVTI
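Purified human 12hLO at 150 nM in 25 mM Hepes, 0.01% Triton X-100, pH 7.0, preincubated 15 min at room temperature with compound. Reaction started with 40 uM arachidonic acid, 30 min at room temperature. Hydroperoxide measured by Fe-xylenol orange, 573/405 nm absorbance ratio.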
ERG-DNA inh = ERG Ets/DNA interaction inhibition | fluorescence polarization, His-ERG Ets domain / labelled DNA | 370,000 compounds, 0.028% hits | Potency, µM (highest dose often 76.9 µM), without a hit: at the highest dose FP activity, negative = inhibition, hits mostly inhibitors | P11308 | AID 624246; active = well fitted inhibition curve with a large enough effect in the polarisation, with a control signal flat; inconclusive = small, poorly fitted or top-dose-only effect, or effect the other way, or a change in a side signal; inactive = no such curve, though single readings can be large or run the other way; the % refers to the polarisation;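 note: polarization taken with two DNA probes labelled with fluorescein and Texas red; potency is the fitted concentration of half-maximal effect; % of control where 0% means no effect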
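His-tagged ERG Ets domain (1 uM in the protein solution; 300mM KCl, 50mM Tris-HCl, 1mM EDTA, 1mM DTT, pH 7.5) received compound, then a probe mix of 5 nM fluorescein-DNA and 100nM Texas-615-DNA. Fluorescence polarization was read for both dyes.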
RGS4 inhibitor = blocks human RGS4-accelerated GTP hydrolysis; Transcreener GDP fluorescence polarization, RGS4-accelerated GTP hydrolysis; Potency, µM (doses to about 114 µM), for the others: at the highest dose activity change, negative = inhibition, actives largely listed as inhibitors; 390,000 compounds, 0.039% hits; note: potency is the fitted concentration of half-maximal effect; % is set by controls: 0 for no effect and ±100 for the full control effect; nearly all actives have a fitted effect of over 75% in size; some results filed as inactive show a strong effect at the top dose
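MLSMR compounds (23 nl, pin-transferred) preincubated 10 min at room temperature with a 500nM (2x) first reagent, then RGS4 at 900nM (2x) plus Transcreener GDP mix added; fluorescence polarization (620/688 nm) read before and after 90 min at 30 °C.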
Vif-APOBEC3G blk = inhibitors of Vif-APOBEC3G interaction; Q9HC16; HeLa A3G-eYFP + Vif (tagged APOBEC3G with the HIV-1 protein that degrades it), YFP fluorescence, overnight; Potency, µM (highest dose often 46.1 µM), for the others: top-dose activity, negative = active, most hits filed as inhibitors; 410,000 compounds, 0.076% hits;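 note: potency is the fitted concentration of half-maximal effect; % is set by controls: 0 for no effect and ±100 for the full control effect; nearly all actives have a fitted effect of over 60% in size; hits raise eYFP signal because A3G escapes Vif-driven loss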
Target sequence (Q9HC16 whole entry, looked up): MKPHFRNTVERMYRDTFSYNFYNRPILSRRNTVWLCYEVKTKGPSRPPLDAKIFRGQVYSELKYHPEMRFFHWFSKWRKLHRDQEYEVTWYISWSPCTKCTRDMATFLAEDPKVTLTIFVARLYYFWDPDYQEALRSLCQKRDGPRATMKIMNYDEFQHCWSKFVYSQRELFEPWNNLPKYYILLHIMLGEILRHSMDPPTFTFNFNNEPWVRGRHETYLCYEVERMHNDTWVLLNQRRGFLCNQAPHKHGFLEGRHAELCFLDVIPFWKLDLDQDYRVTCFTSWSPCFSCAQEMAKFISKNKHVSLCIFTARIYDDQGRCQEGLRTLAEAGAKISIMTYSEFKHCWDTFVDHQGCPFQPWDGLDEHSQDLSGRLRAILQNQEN
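HeLa cells stably expressing Vif and C-terminally eYFP-tagged A3G, seeded overnight at 37 deg C, then exposed to compound by pintool overnight at 37 deg C. Rise in yellow fluorescence (Ex 488/Em 500-530, Acumen) marks blocked Vif-driven A3G degradation.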
Glioma ERSR ind = inducers of ER stress response in human glioma cells. AID 602332. U87-MG GRP78 promoter luciferase reporter, 16 h. 420,000 compounds, 0.02% hits. Potency, µM, inactives show at the highest dose activation, hits mostly activators; note: potency is the fitted concentration of half-maximal effect; series mostly up to about 76 µM; % of control where 0% means no effect; nearly all actives have a fitted effect of over 35% in size
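Stably transfected U87-MG human glioma cells carrying a GRP78-based luminescent sensor were seeded at 1000 cells/well, pin-dosed with compounds and incubated 16 h. Luciferase reagent was then added, and end-point luminescence was read after 10 min at room temperature.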
D2 antag = antagonizes the human D2 dopamine receptor. inhibition, % at 10 µM. HEK293 TREx D2 cells, calcium flux, dopamine EC80. P14416. 340,000 compounds, 2% hits. AID 485344; in the data active = inhibition above about 30%; note: 0% is about no effect
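In this primary screen, negative modulation is detected by tracking calcium flux after an EC80 dopamine challenge in inducible HEK293 T-REx D2 cells preexposed to test compound for 180 s.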
D2 ag = activates the human D2 dopamine receptor; P14416; HEK293 T-REx D2 cells, calcium flux agonist mode; activation, % at 2 µM; 340,000 compounds, 0.53% hits; AID 485358;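 active = activation over 3 SD above normal in the single-dose calcium agonist read, cut at about 30% in these data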; note: 0% is about no effect
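HEK293 Trex D2 cells, tetracycline-induced, o/n 30 C 5% CO2; no-wash Ca dye, RT 30–90 min; 10-cycle baseline, 23 nl cpd added, kinetic Ca read 180 s; agonist hits = positive Ca response.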
Vif-APOBEC3F blk = inhibitors of Vif-A3F interaction | HeLa A3F-eYFP + Vif (tagged APOBEC3F with the HIV-1 protein that degrades it), YFP fluorescence increase | Potency, µM (titrated, usually from 46.1 µM), for inactives: at the top dose activity, negative = active | 390,000 compounds, 0.2% hits | AID 602313; note: potency is the fitted concentration of half-maximal effect; % of control where 0% means no effect; nearly all actives have a fitted effect of over 65% in size
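HeLa cells stably expressing Vif plus C-terminally eYFP-tagged A3F were seeded, incubated overnight at 37 deg C, dosed with compound, incubated overnight again at 37 deg C. Yellow fluorescence (Ex 488/Em 500-530) reported blocked Vif-mediated A3F-eYFP degradation.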
LDHA inh = LDHA (human) enzyme inhibition | activity change, % (values are at about 110 or 230 µM) | purified LDHA, NADH/diaphorase-resazurin fluorescence; hits give low values | 480,000 compounds, 0.15% hits | P00338; in the data active = activity change below about -30%; inconclusive = mostly about -25% to -30%;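 note: plate controls were DMSO wells for no effect and wells without enzyme for full effect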
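Resorufin fluorescence (ex540/em590), read at 0 and 20 min after diaphorase/resazurin addition, reports the NADH left after a 5 min room-temperature reaction of 2 nM human LDH5 with 0.06 mM NADH and 0.2 mM pyruvate.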
* = called active by the depositor; ? = inconclusive; . = no result given; & = joins results of further samples; [ ] = dose if it differs, or a comment. Unless noted, calls come from the whole dose curve; as a rule, active = well fitted curve in the direction sought with a large enough effect; inconclusive = small, poorly fitted or top-dose-only effect, or another doubt; inactive = no such curve, though single readings can be large; an effect the other way counts as inactive or inconclusive.

Second line of a record – ALOX12 inh, ERG-DNA inh, RGS4 inhibitor, Vif-APOBEC3G blk, Glioma ERSR ind, D2 antag, D2 ag, Vif-APOBEC3F blk, LDHA inh
CCc1cccc(CC)c1NC(=S)NCC(c1cccnc1)N(C)C (configuration not stated)
  1%, 4%, 3%, 4%, -8%, 5, 0.0, -7%, -15
CCCC1COC(Cn2cncn2)(c2ccc(C)cc2)O1 (configuration not stated)
  19%, ., 6%, 0%, -2%, -2, 0.2, -1%, 2
Cn1c(COc2ccc3ccccc3c2)nnc1SCC(=O)O
  ?, 0%, 0%, -5%, -4%, -10, 0.2, 3%, -7
CCOC(=O)c1ccc(OCCOc2cccc(C)c2)cc1
  24%, -12%, 10%, -1%, 1%, 10, -0.9, 1%, 4
Cc1ccc(CN2CCN(CC(=O)N3CCC(C(N)=O)CC3)C2=O)cc1
  -6%, 13%, 0%, -2%, -4%, ., ., 1%, -5
O=C(NCc1cccs1)C1CCC(CNS(=O)(=O)c2ccc(Br)s2)CC1 (configuration not stated)
  14%, -6%, 16%, 1%, -4%, -25, -1.3, 0%, -1
CC1(C)NC(=O)N(CC(=O)N2CCN(S(=O)(=O)c3ccccc3C(F)(F)F)CC2)C1=O
  24%, 12%, -17%, 1%, -4%, -9, 0.7, 2%, -4
Cn1c2c(c(=O)n(C)c1=O)CS(=O)c1ccccc1N2 (configuration not stated)
  -2%, ., ., -1%, -3%, ., ., ., 3
Clc1ccccc1C1CC(c2ccccc2)Nc2ncnn21 (configuration not stated)
  426%[activator], 0%, -10%, -1%, -5%, -18, 0.0, -6%, -3
O=C(Oc1ccc(=O)n(-c2ccccc2)n1)c1ccc(Cl)cc1
  -2%, 6%, -2%[11.4 µM], 0%, -6%, 7, 0.2, 2%, -9
CCC1CN(C(=O)N2CCC(C(=O)NCCCc3ccccc3)CC2)c2cc(C)ccc2O1 (configuration not stated)
  -4%, 2%, 0%, 2%, -3%, ., 1.9, 0%, -1
N#Cc1cc(S(=O)(=O)c2ccc(F)cc2)c(N)[nH]c1=O
  0%, 5%, 20%, -3%, -6%, 5, -0.1, -8%, -3
O=C(Oc1coc(CSc2ncccn2)cc1=O)c1ccccc1[N+](=O)[O-]
  -26%, 13%, 35%, 0%, -2%, 4, -1.4, 5%, 1
CC(=O)C1=C(O)CCC1=NCCc1ccccc1
  19%, ., 3%, 0%, -3%, -8, -0.2, -9%, -3
O=C1OC(Oc2ccc(Br)cc2)(c2ccccc2)c2ccccc21 (configuration not stated)
  -23%, -8%, 0%, 5%, 3%, ., ., -8%, -8
CCN(CC)c1cc(CS(=O)c2ccccc2)nc(-c2ccccc2)n1 (configuration not stated)
  -7%, -2%, -20%, 1%, -3%, ., ., -11%, -5
Cc1c(C(=O)N2c3ccccc3Sc3ccccc32)cccc1[N+](=O)[O-]
  7%, 17%, -11%, -17%, 0%, 2, -1.1, -19%, 9
COCCCN(Cc1cccs1)S(=O)(=O)c1c[nH]c(C(=O)OC)c1
  2%, -3%, -2%, 2%, -2%, -8, -0.7, -5%, -6
COc1ccc(C(=O)Nc2cccc(OC(=O)c3ccc(C)c(C)c3)c2)cc1
  2%, -6%, -27%, -24%, -3%, -14, 0.4, -1%, 4
COc1cc(NC(=O)COc2cccc3c2OC(C)(C)C3)cc(OC)c1OC
  -1%, -3%, -25%, 1%, -1%, 12, 0.0, -1%, 0
O=C(OCCCN=C1NS(=O)(=O)c2ccccc21)c1ccccc1F
  1%, 5%, -26%, -5%, -3%, 7, 1.3, -3%, -3
COC(=O)c1c(C)n(-c2ccc(C)cc2)c2ccc(O)cc12
  ?, -16%, -15%, -17%, 0%, -2, 0.6, -16%, 1
O=C(CSc1nnc2c(n1)[nH]c1ccc(F)cc12)Nc1ccccc1F
  0%, -7%, 7%, 2%, -4%, 1, -1.9, 1%, -14
O=[N+]([O-])c1ccc([C@H](O)[C@H](CO)N=Cc2ccccc2O)cc1
  12%, 2%, -32%, -6%, -1%, -6, 0.7, -5%, 2
CC(=O)Nc1nc(CC(C)C)cc2c1c(=O)oc1ccccc12
  0%, -4%, -16%[11.4 µM], -1%, -6%, 12, -0.1, -8%, -2
CCCCSc1nc(C)c(CC(=O)OC)c(=O)[nH]1
  0%, -3%, -42%, 1%, -3%, -12, -1.4, ., 1
C=C(C)CN=c1scc(C)n1/N=C/c1ccco1
  -20%, -2%, 1%, 0%, 0%, -6, 0.1, -9%, -2
COc1ccc(NC(=O)c2oc3ccc(S(=O)(=O)N4CCC5(CC4)OCCO5)cc3c2C)cc1
  1%, 2%, -23%, 0%, -2%, 6, 0.7, -4%, -8
O=C(Nc1cc(Br)ccc1O)c1cc(-c2ccco2)on1
  28µM*, 2%, ?, -6%, 2%, 4, -0.8, -13%, -9
O=C(Cn1cc(C(=O)c2ccco2)c2ccccc21)Nc1ccccc1C(F)(F)F
  ?, -7%, 17%, -5%, -10%, ., 0.9, 1%, -12

The listing continues.
Second line of a record – ALOX12 inh, ERG-DNA inh, RGS4 inhibitor, Vif-APOBEC3G blk, Glioma ERSR ind, D2 antag, D2 ag, Vif-APOBEC3F blk, LDHA inh
CSc1n[nH]c2nc3c(c(=O)n12)C1(CCCCC1)Cc1ccccc1-3
  -19%, 6%, -53%, -1%, 6%, 1, 1.9, 17%, -7
O=C(O)COc1ccc(-c2nnn(Cc3ccccc3F)n2)cc1
  -12%, 2%, 2%, 2%, -7%, 22, 0.1, 4%, -3
COc1ccccc1NC(=O)/C=C/C(=O)O
  -3%, 9%, -28%, 3%, -5%, 11, 0.4, 1%, 5
COc1ccc(C)cc1Nc1nnc(C)c(=O)[nH]1
  -4%, -9%, -10%, 7%, -4%, ., ., -6%, -3
COc1ccccc1-n1ncc2c(=O)[nH]c(SCC(=O)Nc3cccc(F)c3)nc21
  -22%, -4%, -10%, 0%, -1%, ., ., -1%, -6
Cc1ccc(S(=O)(=O)NCCS(=O)(=O)N2CCN(c3ccccc3)CC2)cc1
  -3%&-23%, 3%&1%, 10%&-14%, 1%&9%, -2%&-1%, 1, -1.2&1.3, -12%&1%, -2&-3
CC1(C)Cc2cccc(OCC(=O)OCC(=O)NCc3ccc(F)cc3)c2O1
  -14%, 3%, -8%, 2%, -7%, -8, -0.2, 3%, -5
CCCn1c(SCC(=O)N2c3ccc(F)cc3CCC2C)nnc1-c1ccccn1 (configuration not stated)
  0%, 1%, ?, -2%, -2%, -4, 0.5, -2%, -1
O=c1c2cc3c(cc2n(Cc2ccc(F)cc2)c(=O)n1Cc1nc(-c2ccccc2)no1)OCO3
  -15%, 1%, 1%, 2%, -3%, ., 0.3, -2%, -3
COc1ccc2c(c1OC)C(=O)OC2N1C(=O)CC[C@H]1C(=O)Nc1ccc2c(c1)OCO2 (some centres not stated)
  23%, 11%, -2%, -3%, -3%, -11, 0.2, -3%, 3
Cc1cc(C=C(C#N)C#N)c(C)n1-c1ccccc1
  -28%, -2%, 12%, 2%, 1%, -2, -0.2, 0%, -4
Cc1ccc(NC(=O)Cc2coc3ccc(C(C)C)cc23)cc1Cl
  -22%, 6%, 42%, -4%, -5%, ., ., -4%, 1
CCc1nc2c(OCCOC)cccn2c1N(C)C(=O)c1ccc(C)cc1
  ?, ., ., -1%, -3%, ., ., ., -1
N#CCCN(C(=O)COc1ccc(C#N)cc1)c1ccc(F)cc1
  -1%, -5%, -18%, 4%, -3%, -1, 0.6, ?, 0
COc1ccc(-c2c3c(=O)n(C)c(=O)n(C)c3c3n2-c2ccccc2NC3c2ccc(OC)cc2)cc1 (configuration not stated)
  ?, -11%, 15%, -6%, -5%, ., 0.7, -1%, 4&2
O=C(CSc1nnc(-c2ccc(O)cc2)n1Cc1ccco1)c1ccccc1
  1%, 3%, -46%, -7%, -1%, -4, -0.6, -1%, -3
CCCOc1ccc(CNC(=O)c2ccc3c(c2)N(Cc2ccccc2)CCS3)cc1
  -21%, -2%, 40%[activator], ., ., ., -0.3, ., -4
Cc1cc(C)cc(-n2ccn(CC(=O)Nc3ccccc3C(F)(F)F)c(=O)c2=O)c1
  -10%, -2%, -4%, -11%, -3%, ., 1.4, -12%, -3
COc1cc2[nH]c(=S)n(N(C(C)=O)C(C)=O)c(=O)c2cc1OC
  ?, -2%, -11%, -10%, -2%, ., ., 5%, 5
O=C1c2cccc(OCC(=O)N3CCCc4ccccc43)c2CCN1Cc1ccc(Br)cc1
  -25%, -3%, 1%, -4%, -5%, -5, 1.5, 10%, -10
CN(C)CCNc1ccc2ncn3c4ccc(O)cc4c(=O)c1c23
  ?, ., ?, ?, 0%, ., ., 25µM*, 25
COc1cccc(C2=C(C(C)=O)Sc3nncn3N2C(C)=O)c1
  3%, -1%, -27%, 3%, 0%, ., 0.0, -10%, -17
CC1=CC2(C#N)C3(N=C(N)C2(C#N)C(c2ccccc2)N1)OCCO3 (configuration not stated)
  0%, 3%, -9%, 3%, -1%, 7, 0.4, 6%, -2
COc1ccc(-c2nnc(Nc3nc4c(OC)cccc4s3)o2)cc1
  -2%, -5%, ?, ?, 6%, -18, -0.5, ?, -19

A portion of the library; the hit share may differ from the screen's.
